S-ASM inh: blocks human secretory acid sphingomyelinase; placental ASM, HMU-PC fluorogenic substrate, 60 min; Potency, µM (titrated, usually from 57.5 µM), for the others: at the highest dose activity change, negative = inhibition, most hits filed as inhibitors; P17405; 0.006% of 340,000 active; also: potency is read from the fitted curve at half-maximal effect
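Human placenta-derived ASM enzyme was preincubated with compound for 10 minutes at room temperature, then given fluorogenic substrate HMU-PC0 (9 uM final) for 60 minutes at 37 °C; a pH 10 stop preceded fluorescence reading at Ex 386/Em 447 nm.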
A-T KAP1 phos: potential ataxia-telangiectasia treatments restoring KAP-1 phosphorylation; […] A-T fibroblasts, KAP-1 phosphorylation AlphaLISA; neocarzinostatin DNA damage 30 min before lysis; Potency, µM (doses to about 57.5 µM), without a hit: top-dose activation, actives largely listed as activators; AID 485349; 0.19% of 320,000 active; also: potency is read from the fitted curve at half-maximal effect; % of control where 0% means no effect; nearly all actives have a fitted effect of over 45% in size
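hTERT-immortalized A-T patient fibroblasts ([…]), 500 cells/well in OPTI-MEM, 1% FBS, got compounds for 60 min, then NCS for 30 min at 37C. Lysates were then assayed for phospho-KAP-1 by AlphaLISA (anti-pKAP1 donor, anti-KAP1 acceptor beads), 6 hr at 25C.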
FBPA coupling cs: inhibits coupling enzyme system, counter-screen for aldolase hits; 0.67% of 290,000 active; AID 2472; coupling enzyme system counterscreen, AmpLite Red fluorescence; activity change, negative = inhibition, % at 58.2 µM, hits read low; in the data active = activity change below about -30%; also: % is scaled to controls: 0 for no effect and ±100 for the full control effect
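Fluorescence at 525 nm excitation and 598 nm emission measured inhibition of the coupled detection system without aldolase. Compounds (at 57.5 uM final) were preincubated 10 min at room temperature with coupling enzyme reagent before a 20 min substrate/AmpLite Red step.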
MBNL1-CUG inh: inhibitors of human MBNL1 binding to CUG repeat RNA; 0.036% of 280,000 active; Q9NR56; Potency, µM (top dose mostly 57.5 µM), inactives show at the highest dose activity change, negative = inhibition, usual class: inhibitors; TR-FRET MBNL1-His/biotin-(CUG)12 binding, 665/545 ratio; active = well fitted inhibition curve with a large enough effect in the signal ratio, with a control signal flat, not every such curve was filed as active; inconclusive = small, poorly fitted or top-dose-only effect, or effect the other way, or a change in a side signal; inactive = no such curve, though single readings can be large or run the other way; the % refers to the signal ratio; also: potency is read from the fitted curve at half-maximal effect; % is scaled to controls: 0 for no effect and ±100 for the full control effect
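Compounds (final 92 nM to 58 uM) are added to His-tagged MBNL1 and biotin-(CUG)12, then terbium anti-His antibody and streptavidin-XL665 (5 nM final). After 60 min at room temperature, the 665/545 nm ratio is read.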
KCNH2 3.1 inh: KCNH2 3.1 (human) potassium channel inhibition; U2OS KCNH2 3.1, thallium flux FluxOr; stronger effect = lower value; 0.95% of 340,000 active; activity change, % (tested at about 1.8 µM);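 active = maximum activity change below -70%; inconclusive = maximum activity change from -70% to -50%; inactive = maximum activity change above -50%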;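 also: thallium influx rate constant from kinetic fluorescence after stimulation buffer; % is scaled to controls: 0 for no effect and ±100 for the full control effect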
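Channel expression came from 3.1 mutant virus (1.77 x 10^8 /mL) applied to suspended U2OS cells for 4 h. Flux was tracked with FluxOr dye plus Red40 quencher, and kinetic rate constants normalized to controls.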
GALK inhibitor: inhibitors of human galactokinase. AID 1868. Potency, µM (highest dose often 57.5 µM), without a hit: top-dose activity change, negative = inhibition, actives largely listed as inhibitors. Purified GALK, Kinase-Glo residual ATP luminescence. 0.007% of 270,000 active; also: potency is read from the fitted curve at half-maximal effect; % is scaled to controls: 0 for no effect and ±100 for the full control effect
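ATP-depletion format; final 35 uM ATP, 100 uM D-galactose, 5 nM enzyme; pH 8.0 HEPES/Mg2+ buffer; 60 min RT; luminescence read 10 min after detection reagent.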
TRPV1 agonist: human TRPV1 agonism. 0.19% of 320,000 active. activation, % at 8.33 µM. Q8NER1. TRPV1-expressing cells, Fluo-8 calcium influx, agonist mode; in the data active = activation above about 80%; inconclusive = between about 30% and that limit; also: 0% is about no effect
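Fluo-8 calcium influx in TRPV1-expressing cells, kinetic read (ex 480/em 520 nm). Compound added and read 3 min for agonist activity, followed by capsaicin at EC20 final and 2 min further read for enhancement.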
a7 integrin act: activators of alpha7 integrin expression for muscular dystrophy; alpha7betagal myoblasts, beta-gal FDG fluorescence, 48 h; Potency, µM (top dose mostly 38.3 µM), without a hit: at the top dose activation, actives largely listed as activators; 0.064% of 350,000 active; AID 624291;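 also: potency is read from the fitted curve at half-maximal effect; 100% = response of the positive control SU9516; nearly all actives have a fitted effect of over 60% in size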
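alpha7betagal+/- myoblasts (passage 13, 250/well) treated 48 h at 37C with compounds at 1:260 dilution of DMSO stock. Lysed, then beta-galactosidase activity read as FDG fluorescence (ex 480/em 540) after 30 min, with pre-read for autofluorescence.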
hERG WT inh: blocks the wildtype human KCNH2 potassium channel; activity change, % at 1.84 µM; U2OS, BacMam KCNH2, thallium flux FluxOr; stronger effect = lower value; 0.37% of 340,000 active; Q12809;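 active = maximum activity change below -70%; inconclusive = maximum activity change between -70% and -50%; inactive = maximum activity change above -50%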; also: % is scaled to controls: 0 for no effect and ±100 for the full control effect
Target sequence (Q12809 whole entry, looked up): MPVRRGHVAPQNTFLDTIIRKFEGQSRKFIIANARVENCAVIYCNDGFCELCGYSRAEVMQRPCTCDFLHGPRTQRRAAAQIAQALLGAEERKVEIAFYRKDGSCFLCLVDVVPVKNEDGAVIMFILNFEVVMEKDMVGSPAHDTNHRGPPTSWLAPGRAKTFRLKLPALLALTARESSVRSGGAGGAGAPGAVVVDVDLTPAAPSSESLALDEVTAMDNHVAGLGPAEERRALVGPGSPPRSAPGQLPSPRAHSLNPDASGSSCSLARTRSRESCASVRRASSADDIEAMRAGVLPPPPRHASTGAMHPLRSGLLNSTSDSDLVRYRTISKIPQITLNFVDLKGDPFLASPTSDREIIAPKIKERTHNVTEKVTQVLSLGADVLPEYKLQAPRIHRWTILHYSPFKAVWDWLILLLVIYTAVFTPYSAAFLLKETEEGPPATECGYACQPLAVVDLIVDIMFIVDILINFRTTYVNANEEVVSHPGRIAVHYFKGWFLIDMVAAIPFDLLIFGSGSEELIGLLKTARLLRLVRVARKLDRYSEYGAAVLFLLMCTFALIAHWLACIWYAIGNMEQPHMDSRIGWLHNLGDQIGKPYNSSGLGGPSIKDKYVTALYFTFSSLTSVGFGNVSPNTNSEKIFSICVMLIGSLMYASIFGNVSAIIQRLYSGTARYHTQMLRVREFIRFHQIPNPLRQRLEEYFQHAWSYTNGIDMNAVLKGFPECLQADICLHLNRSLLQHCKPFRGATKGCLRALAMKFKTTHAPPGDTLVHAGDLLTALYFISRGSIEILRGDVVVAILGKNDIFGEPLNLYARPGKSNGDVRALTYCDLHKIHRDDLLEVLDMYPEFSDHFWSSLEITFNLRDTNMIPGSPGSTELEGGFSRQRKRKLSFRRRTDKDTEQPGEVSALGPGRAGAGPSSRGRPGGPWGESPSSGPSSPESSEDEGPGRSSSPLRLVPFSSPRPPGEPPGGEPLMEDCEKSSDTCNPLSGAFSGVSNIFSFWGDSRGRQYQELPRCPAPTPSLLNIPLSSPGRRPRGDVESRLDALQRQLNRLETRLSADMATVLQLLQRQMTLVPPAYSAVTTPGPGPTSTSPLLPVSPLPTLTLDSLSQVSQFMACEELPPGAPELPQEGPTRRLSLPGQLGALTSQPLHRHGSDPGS
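U2OS cells transduced with wild-type KCNH2 virus are loaded with FluxOr dye for 45 min, and thallium flux is measured in kinetic reads before and after stimulation buffer. Rate constants are normalized to DMSO controls.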
MLL CXXC-DNA inh: MLL CXXC-DNA interaction inhibition; Q03164; MLL-CXXC / FITC-HOXA9 DNA fluorescence polarization; Potency, µM (titrated, usually from 115 µM), without a hit: at the top dose activity change, negative = inhibition, usual class: inhibitors; 0.037% of 290,000 active; AID 2662; active = well fitted inhibition curve with a large enough effect in the polarisation, with a control signal flat, not every such curve was filed as active; inconclusive = small, poorly fitted or top-dose-only effect, or effect the other way, or a change in a side signal; inactive = no such curve, though single readings can be large or run the other way; the % refers to the polarisation; also: potency is read from the fitted curve at half-maximal effect
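Fluorescence polarization: 7 uM MLL-CXXC (stock) preincubated 5 min with compounds, then 50 nM fluorescein-HOX-A9 DNA (stock) added; 30 min ambient. Buffer 50 mM Tris-HCl pH 7.5, 50 mM NaCl, 1 mM DTT, 0.05% BSA.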
Active calls of the source: *; ? = inconclusive; . = no result given; [ ] = remark or other dose. Unless noted, calls follow the shape of the dose curve; as a rule, active = well fitted curve in the direction sought with a large enough effect; inconclusive = small, poorly fitted or top-dose-only effect, or another doubt; inactive = no such curve, though single readings can be large; an effect the other way counts as inactive or inconclusive.

SMILES	S-ASM inh	A-T KAP1 phos	FBPA coupling cs	MBNL1-CUG inh	KCNH2 3.1 inh	GALK inhibitor	TRPV1 agonist	a7 integrin act	hERG WT inh	MLL CXXC-DNA inh
COc1ccc(S(=O)(=O)N/N=C(/C)c2cccc(NC(=O)c3ccccc3Cl)c2)cc1	-9%	10%	1	6%	-12	2%	-1	31%	7	15%
O=C(OCc1ccccc1F)c1ccc2c(c1)OCCO2	0%	.	6	5%	-15	-1%	1	-14%	-2	-2%
CCOC(=O)Cn1c(N2CCCCCC2)nc2c1c(=O)[nH]c(=O)n2C	2%	-2%	3	-4%	3	3%	.	-1%	3	-7%
O=C(NCc1ccccc1)c1noc2c1CCCCC2	-1%	2%	0	-10%	4	-2%	24	16%	15	6%
COc1ccc(N2CCn3c2nc2c3c(=O)n(CCc3ccccc3)c(=O)n2C)c(OC)c1	.	3%	2	7%	.	6%	-2	.	.	-3%
COc1cc(C(=O)N2CCN(c3ncnc4sc(C)c(C)c34)CC2)cc(OC)c1OC	1%	3%	0	7%	11	2%	-4	-3%	10	3%
O=C(NCCSc1ncc(-c2ccc(F)cc2)[nH]1)c1ccc2c(c1)OCO2	1%	-11%	.	.	-13	.	?	-12%	0	.
CCOC(=O)N1CCN(C(=O)COc2ccc(Cl)cc2C)CC1	-2%	2%	2	-7%	-14	0%	1	14%	-3	3%
COc1cccc(NC(=O)COc2coc(CN3CCN(c4ccccc4)CC3)cc2=O)c1	.	?	.	.	-9	.	2	18%	5	.
CC(C)c1ccc(NC(=O)COC(=O)C2CC3C=CC2C3)cc1 (configuration not stated)	0%	17%	.	.	-4	.	.	-9%	-9	.
CCN(CC)CCNC(=O)Cn1nc(-c2ccc(C)cc2)ccc1=O	1%	-8%	1	-3%	-7	-4%	2	16%	4	7%
CCc1cccc(OCC(=O)Nc2ccc(S(=O)(=O)N3CCCC3)cc2)c1	-3%	11%	.	4%	0	-4%	4	-18%	0	41%
COc1ccc(-c2cc3c(=O)n(CC(=O)NCc4ccccc4F)ncn3n2)cc1	2%	6%	0	-4%	1	.	1	-5%	-6	.
CCN(CCc1ccccc1)c1ccc2c(c1)C1CC2CCN1C(=O)OCc1ccccc1 (configuration not stated)	1%	.	.	.	-8	.	.	5%	-11	.
COc1ccc(-n2c(CNC(=O)COc3ccc(Cl)cc3Cl)n[nH]c2=S)cc1	13%	-7%	1	1%	-11	1%	1	4%	-2	-3%
COc1cccc(C(=O)NCCS(=O)(=O)N2CCC(C)CC2)c1	2%	9%	.	.	4	.	6	-6%	1	.
O=S(=O)(c1ccccc1Cl)N1CCC(O)(c2cccnc2)CC1	-1%	4%	2	-22%	10	-1%	3	8%	4	0%
COC(=O)NCc1ccc2c(c1)OCO2	2%	-3%	2	1%	-12	-3%	-1	8%	33	-5%
O=C1NC2(NN1c1ccccc1)C1CC3CC(C1)CC2C3 (configuration not stated)	5%	-1%	5	-1%	13	1%	3	3%	10	8%
Nc1nc(SCC(=O)Nc2ncc(C(F)(F)F)cc2Cl)n[nH]1	4%	4%	5	-4%	2	-1%	4	29%	0	-1%
CC1CCN(C(=O)c2cc(S(=O)(=O)N3CCCCC3)c[nH]2)CC1	3%	0%	-1	-3%	11	.	5	-9%	-5	-4%
CN(CCN(C)C(=O)c1[nH]cnc1C(=O)Nc1ccccc1)C(=O)c1[nH]cnc1C(=O)Nc1ccccc1	3%	-2%	.	.	-15	.	.	24%	-9	.
COc1cc2c(C(=O)NCCN(C)C)cn(CC(C)C)c(=O)c2cc1OC	0%	-6%	-1	-1%	-26	.	-4	9%	-2	-14%
COc1ccc(C2(C(=O)NCCc3ccccc3)CCCC2)cc1OC	-3%	3%	-4	5%	-16	-1%	21	-4%	3	-17%
CCOC(=O)c1nn(-c2cc(C(=O)OC)cc(C(=O)OC)c2)cc1O	1%	5%	1	-14%	-1	12%	0	-12%	-3	2%
COc1ccc(NC(=S)Nc2cc(C)cc(C)n2)cc1OC	2%	0%	-27	-18%	9	0%	-6	20%	2	?
O=C(Nc1ccc(N2CCCC2)cc1)c1ccc(Br)o1	-3%	0%	-5	18%	-22	2%	9	-7%	-6	5%
Cc1nnc(N2C(=O)C(O)=C(C(=O)c3ccco3)C2c2ccc(C(C)C)cc2)s1 (configuration not stated)	3%	-1%	5	25%[11.5 µM]	2	.	17	0%	-1	-3%
CCN(Cc1ccccc1)C(=O)c1ccc(C)c(S(=O)(=O)N2CCCCC2)c1	-2%	20%	.	.	-10	.	16	-14%	1	.
CCCCN1CCc2c([nH]c3ccccc23)C1=O	0%	-6%	2	10%	-19	-1%	-1	18%	-6	14%

Overlap with the part before: two entries; new compounds follow.
SMILES	S-ASM inh	A-T KAP1 phos	FBPA coupling cs	MBNL1-CUG inh	KCNH2 3.1 inh	GALK inhibitor	TRPV1 agonist	a7 integrin act	hERG WT inh	MLL CXXC-DNA inh
CCN(Cc1ccccc1)C(=O)c1ccc(C)c(S(=O)(=O)N2CCCCC2)c1	-2%	20%	.	.	-10	.	16	-14%	1	.
CCCCN1CCc2c([nH]c3ccccc23)C1=O	0%	-6%	2	10%	-19	-1%	-1	18%	-6	14%
Cc1nn(CC(=O)N2N=C(C(F)F)CC2(O)C(F)F)c(C)c1[N+](=O)[O-] (configuration not stated)	1%	3%	3	-1%	-1	1%	-2	18%	16	1%
CC(C)CNC(=O)c1ccccc1NC(=O)c1ccc(CSc2ccccc2)cc1	-17%	2%	-2	4%	-40	0%	17	-35%	-25	-6%
O=C(NN1C(=O)c2ccccc2C1=O)C1C2CCCCC21 (configuration not stated)	-5%	8%	-3	.	-7	0%	30	17%	-3	-3%
O=C(CN1C(=O)/C(=C/c2ccc(F)cc2)SC1=S)NC1CCS(=O)(=O)C1 (configuration not stated)	-5%	0%	-5	21%	-1	5%	5	-30%	-2	-12%
O=C(COC(=O)Cc1n[nH]c(=O)c2ccccc12)NNC(=O)c1ccccc1	2%	-2%	.	.	2	.	-5	7%	1	.
Cc1ccc(C(=O)Oc2ccccc2N2C(=O)C3C4CCC(C4)C3C2=O)cc1 (configuration not stated)	2%	-10%	4	-12%	-2	0%	11	-14%	-1	32%[activator]
COc1ccc(C(=O)NCCn2cc(SCC(=O)NCC3CCCO3)c3ccccc32)cc1OC (configuration not stated)	0%	0%	0	-7%	9	1%	3	-5%	2	0%
CC(C)OC(=O)CC(=O)CSc1nc2c(c(-c3cccs3)c1C#N)CCC2	79%[activator]	7%	5	25%	3	0%	-5	12%	0	0%
CC1CCc2cc(F)ccc2N1C(=O)CSc1nnc(-c2cccs2)n1C (configuration not stated)	-1%	2%	9	-4%	12	3%	1	-4%	-4	-7%
CC(CCN1CCN(CCO)CC1)c1ccccc1 (configuration not stated)	4%	-2%	-3	0%	33	-2%	-1	0%	3	15%
CCCc1nc(SCC(=O)Nc2nnc(SCC)s2)c2c(=O)n(C)c(=O)n(C)c2n1	-1%	-3%	5	2%	-3	0%	-1	15%	-4	-4%
CCn1c(C)nc2cc(C(=O)NN=Cc3ccc([N+](=O)[O-])cc3)ccc21	-3%	12%	.	.	-28	.	.	22%	20	.
CC(C)CN(C(=O)C1COc2ccccc2O1)c1c(N)n(CC(C)C)c(=O)[nH]c1=O (configuration not stated)	3%	7%	.	.	-2	.	2	-34%	3	.
CCOc1cccc(-c2nnc3sc(-c4ccco4)nn23)c1	0%	4%	0	-9%	15	4%	18	17%	7	5%
Cc1ccccc1C([O-])=Nc1ccc[n+](-c2nc3ccccc3nc2NS(=O)(=O)c2ccccc2)c1	-6%	-3%	-1	.	2	-1%	-2	-6%	8	4%
CCN(CC)C(=O)CN(c1cccc(C(F)(F)F)c1)S(C)(=O)=O	-1%	4%	1	2%	7	0%	0	14%	-9	?
CC(/C=N/n1c(-c2cccnc2)n[nH]c1=S)=C\c1ccco1	-1%	11%	6	?	6	4%	-1	19%	0	-6%
C#CCOCCOCCOCCNc1nc(N2CCN(C(=O)C([C@@H](C)CC)n3cc(C(N)CC(C)C)nn3)CC2)nc(N2CCN(C(=O)[C@H](CCC(=O)O)n3cc(C(N)[C@H](C)CC)nn3)CC2)n1 (some centres not stated)	2%	-5%	2	-6%	.	2%	1	1%	.	-26%
CC(=O)Nc1ccccc1NC(=O)C/C(C)=N/NC(=O)C(=O)N1CCCCC1	9%	0%	0	-3%	-2	-2%	-2	1%	-1	20%
CCN=C1SC(CC(=O)NC(C)C)C(=O)N1CC (configuration not stated)	-1%	2%	-2	-1%	10	0%	0	22%	-2	-5%
CCN(CC)CCCn1c2c(c(SCC(=O)Nc3ccccc3Cl)nc1=O)CCC2	-3%	-7%	.	.	0	.	1	-12%	-14	.
O=C(Cn1cc(S(=O)(=O)Cc2ccccc2F)c2ccccc21)N1CCOCC1	0%	16%	.	2%	-9	-9%	-2	9%	2	-7%

Source: PubChem (National Center for Advancing Translational Sciences (NCATS))
